NR2E3 ag-1 – activates human photoreceptor nuclear receptor NR2E3 | Q9Y5X4 | GST-NR2E3/biotin-RetCOR TR-FRET, 1536-well | inhibition of corepressor binding, % at 4.78 µM | 0.12% of 320,000 active | AID 2300;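 active = percent inhibition above the cutoff of mean plus 3 SD of all tested compounds, set per screening campaign, cut at about 20% in these data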;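 note: 0% = DMSO wells and 100% = biotin wells as full block of FRET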
Target sequence (Q9Y5X4 whole entry, looked up): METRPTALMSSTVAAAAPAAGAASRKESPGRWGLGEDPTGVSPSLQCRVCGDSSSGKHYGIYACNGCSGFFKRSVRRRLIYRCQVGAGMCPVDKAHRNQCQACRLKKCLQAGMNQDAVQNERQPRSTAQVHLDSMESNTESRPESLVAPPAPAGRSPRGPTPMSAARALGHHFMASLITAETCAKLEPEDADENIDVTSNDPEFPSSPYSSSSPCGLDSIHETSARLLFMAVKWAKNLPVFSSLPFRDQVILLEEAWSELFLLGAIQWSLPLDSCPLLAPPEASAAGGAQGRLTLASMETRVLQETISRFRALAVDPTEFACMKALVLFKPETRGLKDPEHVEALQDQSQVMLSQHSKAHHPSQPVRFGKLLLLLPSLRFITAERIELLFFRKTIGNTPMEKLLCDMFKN
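system = GST-tagged NR2E3 plus biotinylated RetCOR corepressor | input = 1.35 nM GST-NR2E3 | also added = 7 nM biotin-RetCOR | schedule = 5 h incubation at 4 °C | measured by = TR-FRET with europium anti-GST and streptavidin-D2, 340 nm excitation | read-out = percent loss of FRET ratio relative to control wells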
Peg3 promoter – inhibitors of Peg3 promoter; HeLa PEG-Prom luciferase reporter, luminescence, overnight; inhibition, % at 20 µM; 1.7% of 360,000 active;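 active = inhibition of at least 50% at 20 µM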
PDI inh – PDI (human) enzyme inhibition. 0.052% of 350,000 active. P07237. inhibition, % at 10 µM. PDI insulin aggregation turbidity, A650, 90 min;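 active = mean inhibition across replicates of 30% or more, whatever share of single replicates reach that level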;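 note: absorbance from insulin aggregation driven by PDI reduction with DTT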
Target sequence (P07237 whole entry, looked up): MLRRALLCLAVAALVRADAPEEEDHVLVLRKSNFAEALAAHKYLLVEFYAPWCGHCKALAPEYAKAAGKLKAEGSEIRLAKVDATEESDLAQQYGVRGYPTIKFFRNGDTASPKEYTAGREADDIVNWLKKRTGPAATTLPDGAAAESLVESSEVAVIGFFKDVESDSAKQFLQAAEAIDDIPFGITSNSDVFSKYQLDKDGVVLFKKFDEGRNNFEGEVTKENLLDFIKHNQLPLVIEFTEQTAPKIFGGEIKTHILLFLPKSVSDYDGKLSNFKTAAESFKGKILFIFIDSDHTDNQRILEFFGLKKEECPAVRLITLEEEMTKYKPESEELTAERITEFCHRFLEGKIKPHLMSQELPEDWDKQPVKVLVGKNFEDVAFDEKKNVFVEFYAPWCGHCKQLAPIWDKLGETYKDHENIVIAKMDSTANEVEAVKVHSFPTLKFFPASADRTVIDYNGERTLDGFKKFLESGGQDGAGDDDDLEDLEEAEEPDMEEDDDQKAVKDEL
CF NFkB inh – cystic fibrosis NF-kB activation inhibition. 0.86% of 360,000 active. inhibition, % at 5 µM. KKLEB NF-kB-GFP reporter, PAF-induced, GFP fluorescence overnight;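 active = at least 50% inhibition at 5 µM, scaled per plate between neutral and stimulator controls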;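 note: PAF is a Pseudomonas aeruginosa culture filtrate used as stimulus; plate controls were PAF-stimulated DMSO wells for no effect and unstimulated DMSO wells for full effect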
Shn3 3UTR inh – inhibitors of Schnurri-3 3'UTR reporter in osteoblasts; AID 588674; 0.52% of 360,000 active; inhibition, % at 12.5 µM; Clone20 osteoblast Shn3 3'UTR firefly luciferase, 24 h;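 active = mean inhibition of at least 75% with every replicate also reaching 75%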;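 note: 0% = median of neutral control wells and 100% = pilot-screen positive control compound; some compounds past the cut are filed as inactive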
HIF-2a block – blocks HIF-2a reporter activity | inhibition, % at 18.8 µM | AID 624352 | 786-0 RCC cells HIF-2a reporter, luciferase luminescence, overnight | 0.72% of 360,000 active;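 active = inhibition of the luminescence signal of 40% or more relative to plate controls, in a single-dose primary screen at 18.75 µM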
NR2E3 ag-2 – activates human NR2E3 receptor | CHO-S Gal4-NCOR/VP16-NR2E3 two-hybrid, luciferase | inhibition of corepressor binding, % at 3.98 µM | AID 602229 | 0.35% of 360,000 active;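 active = inhibition above the mean of all tested compounds plus 3 SD, cut at about 70% in these data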;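 note: 0% = DMSO with NR2E3 transfected cells and 100% = cells lacking NR2E3 construct; higher means lower luciferase signal from less NR2E3 corepressor binding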
TRPM1 prom inh – MITF TRPM1 promoter inhibition in SK-MEL-5 cells; SK-MEL-5 TRPM1 promoter luciferase, 24 h; inhibition, % at 12.5 µM; 0.83% of 330,000 active; AID 488899;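 active = mean inhibition across replicates of 60% or more, whatever share of single replicates reaches that level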; note: values of inactives mirror those of a sister screen read the other way
KKLEB cytotox – CF airway cell cytotoxicity counter-screen; activity change (cytotoxicity), % at 5 µM; 0.36% of 360,000 active; KKLEB CF airway cells viability, ATPlite luminescence, overnight; active compounds read low; cells stimulated with P. aeruginosa culture filtrate; AID 602141;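 active = corrected activity change at or below -50% at 5 µM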
CaV13 ICDI inh – Disruptors of the CACNA1D IQ motif to Ca2+-dependent inactivation inhibitor domain association, primary screening, Förster resonance energy transfer in intact living …. HEK cells, CFP/YFP FRET ICDI-IQ, plate reader, 10 min; percent FRET-ratio fall versus neutral wells. inhibition, % at 12.3 µM. 0.098% of 340,000 active. AID 743397;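 active = mean replicate inhibition of at least 30% and at least 1% of replicates passing that level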;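 note: 0% = median of the neutral control wells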
Vif imaging – HIV Vif inhibition; HEK293T cells, Vif self-association by quenched fluorescence, imaging, 24 h; inhibition, % at 7.49 µM; 0.35% of 340,000 active; AID 602346; in the data active = inhibition above about 50%, passing the limit was not always enough; note: some results filed as inactive read as strong as hits
Active calls of the source: *; . = no result given.

SMILES	NR2E3 ag-1	Peg3 promoter	PDI inh	CF NFkB inh	Shn3 3UTR inh	HIF-2a block	NR2E3 ag-2	TRPM1 prom inh	KKLEB cytotox	CaV13 ICDI inh	Vif imaging
COc1ccc(OC)c(S(=O)(=O)NCc2ccc(N3CCN(C)CC3)cc2)c1	1	6	4	-4	3	7	-15	-16	10	-7	3
O=C(O)C1C2C=CC(C2)C1C(=O)Nc1cccc(Cl)c1 (stereo not drawn)	1	6	-3	7	6	9	-10	-4	10	-20	-16
CC1=C(C(=O)OCc2ccccc2)C(c2cccnc2)n2nnnc2N1 (stereo not drawn)	2	15	6	-1	14	21	-22	2	-4	.	-1
CC(Sc1nc2ccc(Br)cc2[nH]1)C(=O)O (stereo not drawn)	5	9	-2	-1	9	-10	5	13	13	-9	.
COc1ccc(S(=O)(=O)N2CCN(c3nc(-c4cccnc4)nc4ccccc34)CC2)cc1	-1	21	0	9	-15	-7	-4	9	-8	-6	-17
COc1ccc(OC)c(NC(=O)C(=O)N/N=C/c2ccccc2[N+](=O)[O-])c1	-3	0	-2	-19	-4	-5	-13	18	8	.	2
CCN(CC)C(=O)CSc1nnc(-c2cccnc2)n1CCc1ccccc1	5	13	-3	-15	-16	-7	3	1	7	-4	.
CCOC(=O)COc1ccc(S(=O)(=O)c2ccc(OCC(=O)OCC)cc2)cc1	5	-3	0	-16	-5	10	4	0	3	-8	120*
CCNC(=S)N/N=C/c1cccc(C)c1	0	-111	-4	-11	-14	-150	-47	-17	11	-3	4
CC(Oc1ccc([N+](=O)[O-])cc1)C(=O)NCC1CCCO1 (stereo not drawn)	1	9	1	-27	29	11	17	0	15	.	0
CCOc1ccc(C(=O)Oc2cc(C)[nH]c(=O)c2[N+](=O)[O-])cc1OCC	1	5	-5	15	-6	9	-16	-5	4	-3	-2
O=C(CSc1nc2ccccc2[nH]1)NCc1ccccc1	-1	-83	-2	-6	-9	-116	-24	-18	9	-4	-3

The final three entries of the section above lead into the next:
SMILES	NR2E3 ag-1	Peg3 promoter	PDI inh	CF NFkB inh	Shn3 3UTR inh	HIF-2a block	NR2E3 ag-2	TRPM1 prom inh	KKLEB cytotox	CaV13 ICDI inh	Vif imaging
CC(Oc1ccc([N+](=O)[O-])cc1)C(=O)NCC1CCCO1 (stereo not drawn)	1	9	1	-27	29	11	17	0	15	.	0
CCOc1ccc(C(=O)Oc2cc(C)[nH]c(=O)c2[N+](=O)[O-])cc1OCC	1	5	-5	15	-6	9	-16	-5	4	-3	-2
O=C(CSc1nc2ccccc2[nH]1)NCc1ccccc1	-1	-83	-2	-6	-9	-116	-24	-18	9	-4	-3
Cc1ccc2cc(C)c(SCC(=O)NCC3CCCO3)nc2c1 (stereo not drawn)	2	4	10	3	11	0	-3	6	2	-5	8
CCCN(CCC)CCCNC(=O)CN1C(=O)CSc2ccc(S(=O)(=O)N3CCOCC3)cc21	1	11	6	15	-42	9	-21	1	9	-1	-3
CCCOc1ccc(C2NC(=S)NC(C)=C2C(=O)c2ccccc2)cc1OC (stereo not drawn)	4	17	6	-1	27	15	3	0	-3	-5	-42
O=C(O)CN1C(=O)c2ccc(C(=O)c3ccccc3)cc2C1=O	0	-16	-15	-24	15	2	-28	10	-7	-18	-3
O=C(OCc1c(Cl)cccc1Cl)c1cnccn1	-2	4	1	4	9	5	-3	3	-2	.	.
CC(=O)c1ccc(N=c2scc(C)n2C(C)C)cc1	-2	-57	-8	-3	0	-56	-1	-13	-5	-7	1
CCOCC(=O)Nc1cccc(-c2nc3cccnc3s2)c1C	-3	-46	.	-11	-7	-57	-45	.	8	-5	1
COC(=O)CNC(=O)C(NC(=O)OCc1ccccc1)C(C)C (stereo not drawn)	3	4	-1	4	-30	4	-31	6	-3	5	5
COC(=O)CSc1nnnn1-c1ccccc1	8	-17	1	-3	-7	0	-16	-5	11	-5	-4
CCCSC1=C(C#N)C(c2ccc(Cl)cc2Cl)CC(=O)N1 (stereo not drawn)	1	21	-4	9	16	26	-12	-1	-17	-11	-2
COc1ccc(OCc2nc(N)nc(Nc3ccccc3OC)n2)cc1	3	-20	8	-2	9	-18	4	-5	-5	.	-1
COc1ccccc1NC(=S)NC(NC(=O)c1ccco1)C(Cl)(Cl)Cl (stereo not drawn)	-3	19	5	1	-4	22	5	6	0	-4	1

An excerpt of these results, comma-delimited.
compound,NR2E3 ag-1,Peg3 promoter,PDI inh,CF NFkB inh,Shn3 3UTR inh,HIF-2a block,NR2E3 ag-2,TRPM1 prom inh,KKLEB cytotox,CaV13 ICDI inh,Vif imaging
COC(=O)CNC(=O)C(NC(=O)OCc1ccccc1)C(C)C (stereo not drawn),3,4,-1,4,-30,4,-31,6,-3,5,5
COC(=O)CSc1nnnn1-c1ccccc1,8,-17,1,-3,-7,0,-16,-5,11,-5,-4
CCCSC1=C(C#N)C(c2ccc(Cl)cc2Cl)CC(=O)N1 (stereo not drawn),1,21,-4,9,16,26,-12,-1,-17,-11,-2

Next structures follow.
SMILES	NR2E3 ag-1	Peg3 promoter	PDI inh	CF NFkB inh	Shn3 3UTR inh	HIF-2a block	NR2E3 ag-2	TRPM1 prom inh	KKLEB cytotox	CaV13 ICDI inh	Vif imaging
CCN(CC)CCNC(=O)C1CCC(=O)N(c2ccc(OC)cc2)C1c1ccc(F)cc1 (stereo not drawn)	1	12	-6	-17	9	5	-13	-2	-2	-3	-1
O=C1CCCC2=C1C(c1ccc(O)c(O)c1)Nc1ccc3ccccc3c12 (stereo not drawn)	1	10	12	-2	.	17	-26	3	-8	-4	-5
COc1cccc(N2CCN(C(=O)CN(C)S(=O)(=O)c3ccc4c(c3)c(=O)n(C)c(=O)n4C)CC2)c1	1	21	3	13	5	17	-2	-5	13	0	-10
CCN1C(=NCc2cc(OC)c(OC)c(OC)c2)N[C@@H](c2cccc(C(F)(F)F)c2)C(C(=O)OC)=C1C	.	-4	14	15	18	6	24	-1	-22	-9	4
CCOC(=O)c1c(-c2ccc(C)cc2)csc1NC(=O)/C(C#N)=C/c1ccc(O)c(OC)c1	.	13	-3	-48	-11	16	-25	15	1	-6	4
O=C(Nc1cccc(Cl)c1)Nc1ccnc(-c2cccnc2)n1	-3	78*	10	-107	-56	-73	-11	2	10	-5	-29
CCn1c(COc2ccc(=O)n(-c3ccccc3)n2)nnc1SCc1ccccc1C	2	16	-6	-1	5	13	4	8	3	-5	0
COc1ccccc1C(CNC(=O)c1ccc(NS(=O)(=O)c2ccc3c(c2)OCCO3)cc1)N(C)C (stereo not drawn)	3	8	-7	-3	10	22	4	-15	-3	-1	-3
O=C(OCC(=O)N1CCN(S(=O)(=O)c2ccc(Cl)cc2)CC1)c1cccc(OC(F)F)c1	-1	13	2	12	0	19	-42	-10	-13	-2	21
Cc1ccccc1NC1=NC(=S)N(CC(N)=O)C12CCOC(C)(C)C2 (stereo not drawn)	3	3	0	-16	-7	21	3	4	7	-13	0
COc1cc(C(C)=O)ccc1COc1ccc(C(=O)O)cc1OC	2	7	-2	-4	5	16	14	-1	6	-6	0
CNC(=O)c1c(NC(=O)c2nc3ccccc3s2)sc2c1CCC2	1	-281	.	32	-133	-276	-81	-85	-18	.	-13
C=CCn1c(SCC(=O)O)nnc1-c1cccs1	-1	4	-6	-2	-29	16	-11	-6	2	-5	-14
O=C(c1cc2ccccc2oc1=O)N1CCSC1c1ccco1 (stereo not drawn)	0	8	0	0	2	11	-21	5	1	0	-1
COC(=O)c1ccsc1NC(=O)C1COc2ccccc2O1 (stereo not drawn)	1	-7	3	-20	13	-45	-9	-25	-2	-5	-2
O=C(C1CC1)N1N=C(c2ccc(Br)cc2)CC1(O)C(F)(F)F (stereo not drawn)	0	3	15	5	0	-19	-12	5	-6	-8	-6
O=C1NC2(CCCc3ccccc32)C(=O)N1Cc1nnc(-c2ccccc2Br)o1 (stereo not drawn)	2	16	-1	-5	1	9	-5	5	-9	-4	1
CN(C)c1cc[n+](CC(=O)Nc2ccccc2C(F)(F)F)cc1	-3	10	-2	12	-5	20	-10	16	1	-7	-1
CN(C)c1ncnc2c1ncn2[C@H]1CN(Cc2cccnc2)C[C@@H](CO)O1	.	5	-10	-13	-7	1	34	.	-2	-6	4
CN(CC(=O)Nc1ccc(C(N)=O)cc1)CC(=O)Nc1ccccc1Cl	-1	8	-6	4	18	12	17	-2	12	-5	5
Cc1ccc2nc(SCC(=O)Nc3ccc(F)cc3F)nc(=O)n2c1	0	-61	0	-2	-12	-57	-47	-16	0	-5	-7
CCCCNC(=O)C1(C)CCN1C(=O)c1cccc(OC(F)(F)F)c1 (stereo not drawn)	.	-5	2	-1	11	18	15	.	0	-5	7
CC1(C)Oc2ccc(C(=O)N3CCOCC3)cc2N(CC(=O)Nc2ccccc2)C1=O	3	18	-2	-1	-9	17	-4	8	1	-2	-7
COCCCn1c(Cc2ccccc2)nnc1SCC(=O)N1CCCCC1	-3	0	4	9	28	14	29	4	8	.	0
O=C1CNC(=S)N1Cc1ccc(Cl)cc1	1	-24	0	-8	-18	3	-35	-15	-2	-19	-8
CCOc1ccc(S(=O)(=O)N2CCCCC2)cc1NC(=O)CN1C(=O)NC(C)(c2ccc(C)cc2)C1=O (stereo not drawn)	4	29	-3	18	21	17	-7	-5	-14	.	7
O=C(c1ccc([N+](=O)[O-])cc1)N1CCSC1c1ccc(Br)cc1 (stereo not drawn)	5	9	1	-15	-13	16	6	-6	1	-5	0

Source: PubChem
